# Screening data from PubChem BioAssay.
# STAT1 act: STAT1 signaling activation; activation (% of control), % at 5.5 µM; NIH 3T3 STAT1-luciferase reporter, IFN-gamma, luminescence; 100% = IFN-gamma alone, no compound; hit rate 2.6% among 200,000; AID 932;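 active = activation above the screen-wide mean activation plus 3 SD, cut at about 130% in these data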;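 note: raw ratio to IFN-gamma control signal so 100% means no change and 0% no light; values of inactives mirror those of a sister screen read the other way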
# APP 5'UTR act: activates APP 5'UTR luciferase reporter; AID 1276; activation, % at 2 µM; SH-SY5Y APP 5'UTR luciferase reporter, luminescence; zero percent = DMSO vehicle wells; hit rate 1% among 190,000;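 active = activation above a set limit, based on mean plus 3 SD of controls, cut at about 140% in these data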; note: values of inactives mirror those of a sister screen read the other way
# ROMK primary: modulators of human ROMK potassium channel. P48048. Tet-inducible ROMK, thallium flux fluorescence; actives lie on both sides. B-score at 10 µM. hit rate 2% among 130,000. AID 1918;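 active = signal ratio slope over the read window, or its plate-corrected B-score, at least 3 SD from the plate mean, either direction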;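 note: B-score of the F/F0 ratio slope over 7 to 12 s after thallium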
# Target sequence (P48048 whole entry, looked up): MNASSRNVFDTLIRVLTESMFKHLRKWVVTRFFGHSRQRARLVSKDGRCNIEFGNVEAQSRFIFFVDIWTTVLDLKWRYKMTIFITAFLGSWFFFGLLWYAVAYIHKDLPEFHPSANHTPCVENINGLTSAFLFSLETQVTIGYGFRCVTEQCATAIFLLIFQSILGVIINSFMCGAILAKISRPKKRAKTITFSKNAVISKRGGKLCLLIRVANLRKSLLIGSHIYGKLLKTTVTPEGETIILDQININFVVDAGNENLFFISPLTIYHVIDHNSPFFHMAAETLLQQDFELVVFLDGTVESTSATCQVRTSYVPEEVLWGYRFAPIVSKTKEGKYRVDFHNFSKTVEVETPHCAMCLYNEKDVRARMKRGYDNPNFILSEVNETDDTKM
# STAT1 inh: inhibitors of IFN-gamma induced STAT1 signaling; NIH 3T3 STAT1-luciferase reporter, luminescence; AID 920; inhibition, % at 5.5 µM; hit rate 0.35% among 200,000;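 active = inhibition above a set limit, the mean inhibition across all tested compounds plus 3 SD, cut at about 34% in these data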;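 note: 0% = IFN-gamma with DMSO and 100% = IFN-gamma with 300 µM nifuroxazide; values of inactives mirror those of a sister screen read the other way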
# FLuc inhib CS: inhibits firefly luciferase, flagging false hits in luciferase inhibition screens. P08659. ATPLite firefly luciferase biochemical luminescence, 10 min. inhibition, % at 10 µM. hit rate 1.5% among 200,000. AID 1006;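 active = inhibition above about 50% when tested at 10 µM, limit read from the data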
# Target sequence (P08659 whole entry, looked up): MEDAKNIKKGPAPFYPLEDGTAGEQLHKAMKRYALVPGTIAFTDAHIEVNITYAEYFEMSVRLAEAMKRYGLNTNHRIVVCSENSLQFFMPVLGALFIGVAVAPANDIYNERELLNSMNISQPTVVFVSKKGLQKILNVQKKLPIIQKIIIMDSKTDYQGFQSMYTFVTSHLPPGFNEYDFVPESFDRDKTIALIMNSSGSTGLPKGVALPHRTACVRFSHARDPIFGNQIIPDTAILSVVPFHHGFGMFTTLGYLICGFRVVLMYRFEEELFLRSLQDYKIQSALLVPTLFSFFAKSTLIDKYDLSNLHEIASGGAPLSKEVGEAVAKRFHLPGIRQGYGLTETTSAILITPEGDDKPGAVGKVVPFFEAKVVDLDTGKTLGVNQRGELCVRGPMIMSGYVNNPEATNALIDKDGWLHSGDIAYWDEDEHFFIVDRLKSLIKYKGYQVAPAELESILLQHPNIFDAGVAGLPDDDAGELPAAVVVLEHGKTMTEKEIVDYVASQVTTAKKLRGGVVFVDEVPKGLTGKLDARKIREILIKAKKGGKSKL
# NF-kB expr up: compounds increasing NF-kB expression in human neuronal cells. fold change at 12.5 µM. NF-kB reporter expression; active compounds read high. hit rate 1.6% among 190,000; in the data active = fold change above about 3.3
# STAT3 inh: STAT3 signaling inhibition. AID 862. U3A cells, IL-6 STAT3-luciferase reporter, luminescence; host cell line lacks STAT1. inhibition, % at 5.5 µM. hit rate 0.89% among 190,000;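 active = inhibition above the mean inhibition across all screened compounds plus 3 SD, cut at about 44% in these data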;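 note: 0% = DMSO only wells and 100% = 100 µM nifuroxazide control wells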
# APP transl inh: APP translation inhibition; SH-SY5Y APP 5'UTR-luciferase reporter, luminescence; inhibition, % at 2 µM; hit rate 0.82% among 190,000; AID 1285;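 active = inhibition above a set limit, derived from the sample mean plus 3 SD, cut at about 45% in these data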; note: values of inactives mirror those of a sister screen read the other way
# STAT3 activator: STAT3 signaling activation | U3A cells, IL-6 STAT3-luciferase reporter, luminescence; 100% = signal with IL-6 EC80 alone | activation (% of control), % at 5.6 µM | AID 871 | hit rate 0.91% among 190,000;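 active = activation above the screen-wide mean of compound activation plus 3 SD, cut at about 130% in these data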;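 note: 0% = background luminescence of wells with medium and substrate only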
#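 Material: human U3A cells carrying STAT3-luciferase construct. Measured by: reporter luminescence signal. Timing: compound 1 h, then IL-6 6 h at 37 °C.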
# FLuc act counter: firefly luciferase counter-screen for stimulation assays; P08659; ATPlite luciferase biochemical, luminescence, 10 min; 0 = ATP-free wells, 1 = DMSO control; activation factor at 10 µM; 200,000 tested, under 10 active; AID 1027;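 active = luciferase activation factor, scaled between plate controls, of at least 2 with compound at 10 µM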
#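 System: cell-free luciferase reagent; medium: PBS as buffer for the ATP substrate; doses: test compounds dosed from 2 mM stocks in 100% DMSO; incubation: 10 min, room temperature; measured by: luminescence from luciferase reaction; read-out: luciferase activation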
# Active calls of the source: *; . = no result given.
SMILES,STAT1 act,APP 5'UTR act,ROMK primary,STAT1 inh,FLuc inhib CS,NF-kB expr up,STAT3 inh,APP transl inh,STAT3 activator,FLuc act counter
CCOC(=O)C(CC)/C(C)=N/NC(=O)c1ccc([N+](=O)[O-])cc1 (stereo unspecified),100,-6,.,-1,-8,0.82,-2,6,106,1.1
O=C(NC1CCCC1)C(c1c[nH]c2ccccc12)N(C(=O)Cn1nnc(-c2ccc(Cl)cc2)n1)c1ccccc1 (stereo unspecified),101,-7,.,-1,-6,1,-9,7,113,1.1
Cc1nn(-c2ccccc2)c(C)c1/C=N/N1CCN(c2ccccn2)CC1,102,8,-0.22,-3,0,1,22,-8,85,1
O=C(c1cc([N+](=O)[O-])ccc1Cl)N1CCN(c2ccc([N+](=O)[O-])cc2)CC1,103,-18,-2,-3,-1,0.79,5,18,94,1
Cc1cccc(NC(=O)CSc2nnc(C)c(=O)n2N)c1C,101,-12,.,-1,-7,0.97,-7,12,102,1.1
CCOc1ccc2nc(C(C)O)[nH]c2c1 (stereo unspecified),104,-7,.,-4,-3,1.1,-1,6,105,1
COc1cc([N+](=O)[O-])ccc1NC(=O)C[n+]1ccccc1,97,-23,1.1,3,-5,1.1,1,23,100,1.1
O=C(Nc1cccc(C(F)(F)F)c1)C1CCCCC1,105,.,-0.018,0,-5,1.1,-4,.,104,1
O=C(CN1CCN(Cc2ccccc2)CC1)N/N=C/C=C/c1ccccc1[N+](=O)[O-],96,-9,.,4,-4,1.1,-2,9,100,1
CCCCCCn1c(SCC(=O)c2c(N)n(C)c(=O)n(C)c2=O)nc2ccccc21,96,-1,0.15,4,-8,0.89,7,1,100,1.1
COCCN(C(=O)CN1CCN(S(=O)(=O)c2ccc(F)cc2)CC1)c1c(N)n(Cc2ccccc2)c(=O)[nH]c1=O,103,-4,1.2,-3,-6,1,23,4,86,1.1
Cc1ccccc1S(=O)(=O)c1c(C)cc(C)n(C(C)C)c1=O,97,2,.,4,-1,0.84,-2,-2,104,1

# Laid out differently: entries from further up.
O=C(Nc1cccc(C(F)(F)F)c1)C1CCCCC1
- STAT1 act: 105
- APP 5'UTR act: .
- ROMK primary: -0.018
- STAT1 inh: 0
- FLuc inhib CS: -5
- NF-kB expr up: 1.1
- STAT3 inh: -4
- APP transl inh: .
- STAT3 activator: 104
- FLuc act counter: 1

O=C(CN1CCN(Cc2ccccc2)CC1)N/N=C/C=C/c1ccccc1[N+](=O)[O-]
- STAT1 act: 96
- APP 5'UTR act: -9
- ROMK primary: .
- STAT1 inh: 4
- FLuc inhib CS: -4
- NF-kB expr up: 1.1
- STAT3 inh: -2
- APP transl inh: 9
- STAT3 activator: 100
- FLuc act counter: 1

# Next entries:
SMILES,STAT1 act,APP 5'UTR act,ROMK primary,STAT1 inh,FLuc inhib CS,NF-kB expr up,STAT3 inh,APP transl inh,STAT3 activator,FLuc act counter
CC(=O)c1cccc(NC(=S)NCc2ccco2)c1,92,8,-0.32,9,-7,1.2,8,-8,98,1.1
Cc1cc(NC(=O)CN2CCN(c3ncccn3)CC2)no1,95,0,-0.62,6,-5,1,3,0,104,1.1
COc1ccc(N(CC(=O)NCc2ccc3c(c2)OCO3)S(=O)(=O)c2c(C)nn(C)c2C)cc1,118,-5,.,-19,-7,0.83,9,5,96,1.1
CCOC(=O)CSc1nnc(NC(=O)c2cccc([N+](=O)[O-])c2)s1,98,-8,.,3,37,1.1,7,8,99,0.6
CC(C)c1nc(-c2ccc([N+](=O)[O-])cc2)cs1,120,9,-0.014,-23,0,1.8,10,-9,93,1
CCS(=O)(=O)NCCNc1ccc([N+](=O)[O-])cc1,96,-27,.,3,-2,1.3,8,27,99,1
Cc1ccccc1NC1=C(Cl)C(=O)OC1NC(=O)c1ccccc1 (stereo unspecified),100,4,0.0036,-2,-5,1.1,-4,-4,104,1.1
COC(=O)C(/C=N/OCc1ccc([N+](=O)[O-])cc1)NC(=O)c1ccccc1 (stereo unspecified),94,-4,0.51,7,-3,1.1,3,4,103,1
N#C/C(=C\c1cn(Cc2ccc(F)cc2)c2ccccc12)C(=O)NCc1ccco1,106,5,0.68,-7,-2,0.84,-4,-5,102,1
CC(=O)CCc1ccc(OCCCCn2cncn2)cc1,110,4,.,-11,6,1.5,-3,-4,106,0.9
N#Cc1ccc(C(=O)Nc2cccc3cccnc23)c(F)c1,95,-6,-1.4,5,-1,0.99,17,6,87,1
CC1(C)CC(=O)C(C(c2ccccc2F)C2C(=O)CC(C)(C)CC2=O)C(=O)C1,96,20,.,-2,-8,1,9,-20,100,1.1
CCOC(=O)/C(=N/Nc1ccc(Cl)cc1)Sc1nnnn1-c1ccc(C)cc1,94,10,1.1,7,-9,1,16,-10,89,1.1
Cc1sc2nc(C3CC3)nc(NCCNS(C)(=O)=O)c2c1C,101,-7,.,-1,-6,0.94,10,7,100,1.1
Oc1ccccc1/C=C/c1noc(-c2ccccc2O)n1,120,113,1.1,-23,16,1.1,-40,-113,142*,0.8
CC(=O)c1ccc(N2CCN(C(=O)Nc3ccc(F)cc3)CC2)cc1,93,11,-1.1,6,1,0.97,14,-11,91,1
COc1cccc(-c2onc3ccc(C4(C)OCCO4)cc23)c1,95,20,-0.63,5,-2,0.8,7,-20,96,1
COc1ccccc1-c1cc(C(=O)N2CCCCC2)no1,164*,113,.,-71,10,6.9*,4,-113,101,0.9
COC(=O)c1c(NC(=O)c2cccs2)sc2c1CCCC2,89,3,-0.33,11,1,1.8,-7,-3,108,1
CCCC(c1nnnn1Cc1ccc(OC)cc1)N1CCN(c2ccccc2)CC1 (stereo unspecified),101,-26,.,0,-6,1.1,-7,26,111,1.1
COc1ccc(Cc2n[nH]c(=S)n2NC(=O)Nc2ccc(C)cc2)cc1,125,47,0.48,-30,2,1.6,6,-47,104,1
O=C(Cn1ncc2c1-c1ccccc1OC2)N1CCN(c2ccccn2)CC1,98,1,.,2,-2,1,1,0,104,1
CCOC(=O)N1CCN(C(=O)C(=O)NNC(=O)COc2ccc(Cl)cc2)CC1,107,20,.,-8,-8,1.1,-10,-20,108,1.1
O=C(COC(=O)C12CC3CC(CC(C3)C1)C2)Nc1ccc(OC(F)F)cc1,95,-1,0.24,6,-1,1,0,1,100,1
S=C(NC1CCCC1)N1CCOCC1,106,2,-0.14,-7,-6,0.94,8,-2,101,1.1
Oc1ccccc1-c1nc(NCc2ccco2)c2ccccc2n1,102,7,0,-2,-5,1.4,3,-7,100,1
C=CCn1c(N)c(C(=O)NCc2ccco2)sc1=S,104,12,0.28,1,-3,0.94,1,-12,101,1
CC(C)Oc1ccc(C(=O)/C(=C\c2cccs2)c2nc3ccccc3o2)cc1,101,10,0.35,-1,-3,0.76,-1,-10,104,1
CCCN1CN(CCc2ccccc2)CNC1=S,102,-2,-0.5,-3,-3,0.95,-4,2,103,1
Cc1ccc(C)c(NC(=O)c2ccc(OC(=O)c3ccco3)cc2)c1,106,.,-1.3,-6,8,0.96,6,.,101,0.9
COc1ccccc1N1CCN(C(=O)Nc2cccc(C)c2)CC1,96,11,0.61,5,1,1.3,18,-11,90,1
N#Cc1nc(-c2cccs2)oc1NCc1ccc2c(c1)OCO2,110,3,-2.4,-11,-3,1.1,-4,-3,105,1
Cc1nc2ccc(Cl)cc2nc(C)/c1=N\O,152*,158*,.,-57,-6,2.3,4,-158,100,1.1
CCOC(=O)C1(CCc2ccccc2)CCN(C(=O)c2ccoc2)CC1,100,1,.,-2,-7,.,7,-1,98,1.1
NC(=O)N/N=C/c1c(F)c(F)c(F)c(F)c1F,99,-8,-0.8,0,-8,0.98,4,8,103,1.1
CN(C)c1ccc(S(=O)(=O)NCC(=O)OCC(=O)Nc2cc(Cl)cc(Cl)c2)cc1[N+](=O)[O-],99,3,-0.02,1,0,1.1,-4,-3,105,1
Cc1cccc(-c2nnc(SCCOc3ccc4c(C)cc(=O)oc4c3)o2)c1,91,-8,-0.46,10,-1,0.69,9,8,95,1
NS(=O)(=O)c1ccc(CCNC(=S)Nc2ccccc2)cc1,96,2,.,5,-1,0.9,5,-2,98,1
CCc1ccc(NC(=O)CSCc2nc(N)nc(Nc3ccccc3CC)n2)cc1,97,3,-0.78,6,-13,1,-14,-3,109,1.1
O=C1c2ccccc2C(Nc2ccc(F)cc2F)N1CCN1CCOCC1 (stereo unspecified),97,5,.,3,-4,1.1,18,-5,90,1
CC(C(=O)Nc1cccnc1)C1Sc2ccccc2NC1=O (stereo unspecified),106,23,0.24,-8,-1,1,-17,-23,119,1
CCCc1cc(=O)n2[nH]c(C(F)(F)F)nc2n1,102,-4,-0.36,-2,-5,1.1,-2,4,107,1
CN(Cc1ccco1)C(=O)C1CCC(=O)N1Cc1ccc(F)cc1 (stereo unspecified),98,.,.,2,-6,0.95,7,.,99,1.1
O=C(CN1C(=O)C2C3CC(C(Br)C3Br)C2C1=O)N1CCOCC1 (stereo unspecified),100,15,-0.012,-1,-6,1.1,22,-15,84,1.1
CC(SC1=NCCS1)C(=O)Nc1nnc(-c2ccc(Cl)cc2)s1 (stereo unspecified),108,26,.,-9,-5,1.9,25,-26,86,1
Cc1ccc(S(=O)(=O)N(C)/C(=N/S(=O)(=O)c2ccccc2)c2ccccc2)cc1,81,5,.,14,-8,1.2,10,-5,99,1.1
COCCn1nnnc1C(c1cc2cc(C)cc(C)c2[nH]c1=O)N1CCN(c2ccccc2F)CC1 (stereo unspecified),101,1,.,-1,-6,1,0,-1,102,1.1
Cc1ccc(SC(C)C(=O)Nc2ccccc2C(=O)N2CCOCC2)cc1 (stereo unspecified),105,-18,-0.78,-5,-5,0.94,-4,18,103,1
Cc1ccccc1/C=N/NC(=O)Cn1nnc(N)n1,92,-1,0.63,9,-5,1.2,7,2,92,1.1
CC(C)CNC(=O)C(=O)NCc1ccccn1,97,23,-0.071,3,-2,1.1,-2,-23,103,1
CC1=N/C(=C\c2ccc([N+](=O)[O-])cc2)C(=O)N1c1ccc(Cl)cc1,96,1,.,4,-1,0.8,6,-1,103,1
Cc1ccc(NC(=O)c2cc(NC(=O)c3ccccc3C(=O)O)ccc2N2CCCCC2)cc1,96,-10,-0.96,3,-2,1.1,11,10,92,1
COc1ccc(N(C(C)C(=O)N/N=C/c2ccc(OCC(C)C)cc2)S(C)(=O)=O)cc1 (stereo unspecified),97,-24,-0.1,3,-5,0.83,-7,24,104,1
COC(=O)COc1ccc(S(=O)(=O)NCC2CCCO2)cc1Cl (stereo unspecified),103,-25,.,-3,-2,1,1,25,101,1

# Four entries drawn at random from the list so far:
SMILES,STAT1 act,APP 5'UTR act,ROMK primary,STAT1 inh,FLuc inhib CS,NF-kB expr up,STAT3 inh,APP transl inh,STAT3 activator,FLuc act counter
Cc1ccc(NC(=O)c2cc(NC(=O)c3ccccc3C(=O)O)ccc2N2CCCCC2)cc1,96,-10,-0.96,3,-2,1.1,11,10,92,1
CC(C)CNC(=O)C(=O)NCc1ccccn1,97,23,-0.071,3,-2,1.1,-2,-23,103,1
CC1=N/C(=C\c2ccc([N+](=O)[O-])cc2)C(=O)N1c1ccc(Cl)cc1,96,1,.,4,-1,0.8,6,-1,103,1
COc1ccc(N(C(C)C(=O)N/N=C/c2ccc(OCC(C)C)cc2)S(C)(=O)=O)cc1 (stereo unspecified),97,-24,-0.1,3,-5,0.83,-7,24,104,1
